Screens as filed in PubChem BioAssay.
Dyrk1A ADPGlo: Dyrk1A (rat) kinase inhibition; ADP-Glo luminescence, NFATc1 peptide; inhibition, % at 12.5 µM; hit rate 0.43% among 310,000; in the data active = inhibition above about 50%;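 note: plate controls were vehicle with enzyme for no effect and no enzyme for full effect; many of its hits are not listed in these tables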
GSK3 alpha inh: blocks human GSK-3 alpha kinase; P49840; ADP-Glo luminescence, 60 min; inhibition, % at 10 µM; hit rate 0.1% among 320,000; AID 2650;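 in the data active = inhibition above about 50%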;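 note: GST-tagged GSK-3 alpha with peptide substrate and 25 µM ATP; 0% = DMSO neutral wells and 100% = GW8510 positive control wells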
KCNK3 block: human KCNK3 channel inhibition, primary screen; O14649; CHO-KCNK3 thallium flux, FluxOR fluorescence; hits give low values; B-score at 10 µM; hit rate 0.84% among 340,000;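 active = B-score under library mean minus 4 SD, starting fluorescence ratio at most library mean plus 5 SD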;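 note: more negative B-score means stronger inhibition of thallium flux through KCNK3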
Target sequence (O14649 whole entry, looked up): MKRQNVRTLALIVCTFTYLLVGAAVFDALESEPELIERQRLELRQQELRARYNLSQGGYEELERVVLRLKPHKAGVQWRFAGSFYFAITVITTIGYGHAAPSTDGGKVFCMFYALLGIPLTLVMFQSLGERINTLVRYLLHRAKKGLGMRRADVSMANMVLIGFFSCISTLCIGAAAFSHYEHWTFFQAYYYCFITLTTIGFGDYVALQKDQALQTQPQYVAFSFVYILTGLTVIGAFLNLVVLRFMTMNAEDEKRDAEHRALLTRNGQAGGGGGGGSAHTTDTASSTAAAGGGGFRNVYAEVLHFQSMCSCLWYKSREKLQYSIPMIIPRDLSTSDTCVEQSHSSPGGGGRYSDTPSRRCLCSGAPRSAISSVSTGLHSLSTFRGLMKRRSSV
HDAC3 inh: human HDAC3 inhibition | AID 2718 | recombinant HDAC3, fluorogenic peptide/trypsin coupled, fluorescence | O15379 | hit rate 0.15% among 320,000 | inhibition, % at 8.3 µM; in the data active = inhibition above about 26%, passing the limit was not always enough
Target sequence (O15379 whole entry, looked up): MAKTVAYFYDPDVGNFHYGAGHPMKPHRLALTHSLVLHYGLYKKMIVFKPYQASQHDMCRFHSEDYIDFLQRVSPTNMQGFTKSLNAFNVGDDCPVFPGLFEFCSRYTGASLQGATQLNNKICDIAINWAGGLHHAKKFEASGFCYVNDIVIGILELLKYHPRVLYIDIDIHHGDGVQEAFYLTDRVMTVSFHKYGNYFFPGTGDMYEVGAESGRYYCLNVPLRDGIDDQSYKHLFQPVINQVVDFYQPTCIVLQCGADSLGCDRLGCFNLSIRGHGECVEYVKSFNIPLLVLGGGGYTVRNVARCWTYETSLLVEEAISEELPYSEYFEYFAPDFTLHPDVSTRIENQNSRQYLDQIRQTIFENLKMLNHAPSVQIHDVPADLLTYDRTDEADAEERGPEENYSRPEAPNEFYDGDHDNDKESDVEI
The depositor's hits bear a star; i = inactive. These rows are one share of the data, so the mix of outcomes need not match the whole.

SMILES	Dyrk1A ADPGlo	GSK3 alpha inh	KCNK3 block	HDAC3 inh
CN1CCC(N(C)C(=O)c2cccc(S(=O)(=O)N3CCOCC3)c2)CC1	-5	-2	i	2
O=C(c1ccco1)N1C(=O)c2cccc3cccc1c23	-2	-4	i	0
COc1cc(OC)cc(-c2c(C#Cc3ccsc3)c3cc(-c4ccc(OC)cc4F)ccc3n2C)c1	11	1	i	-1
COc1ccc(NC(=S)NC(=O)c2ccc3c(c2)OCCO3)cc1	12	-2	i	-7
O=C(NCCc1ccc(OC(F)F)cc1)C1CC(=O)N(c2ccc3c(c2)OCCO3)C1 (configuration not stated)	-2	-1	i	-4
C[N+](C)(C)CC=O	5	-4	i	1
O=C(C[C@@H]1C/C=C/CC[C@@H](Cc2ccc(F)cc2)C(=O)OC[C@H](Cc2ccccc2)NC1=O)N[C@H](CO)Cc1ccccc1	3	0	i	-5
Cc1cccc(N(Cc2ccccc2)C(=O)c2ccc(C)c(S(=O)(=O)N3CCOCC3)c2)c1	-1	2	i	10
O=C(COC(=O)/C=C/c1ccc(F)cc1)NCc1ccc2c(c1)OCO2	-1	0	i	-5
CN(CC(=O)Nc1cccc(F)c1)CC(=O)Nc1cccc(S(=O)(=O)N2CCCCC2)c1	2	-7	i	-2
CCCCN1C(=N)N([C@@H](C)CN2CCC[C@H]2CN2C(N)=NC[C@H]2C(C)C)C[C@H]1[C@H](C)CC	1	-1	i	-11
CC(NC(=O)COC(=O)c1cc(Cl)ccc1O)C1CC2CCC1C2 (configuration not stated)	5	1	i	-5
Cc1c(C(=O)Nc2ccc(S(=O)(=O)N(C)C3CCN(C)CC3)cc2)oc2ccccc12	16	2	i	6
C=CCC[C@@H](Cc1ccc(F)cc1)C(=O)OC[C@@H](Cc1ccccc1)NC(=O)[C@@H](CC=C)CC(=O)N[C@@H](CO)Cc1ccccc1	4	-3	i	-4
CC(NC(=O)COC(=O)CCC(=O)c1ccc(F)cc1)c1ccccc1 (configuration not stated)	4	-2	i	6
CC1(C)CC(=O)C=C(c2ccc(F)nc2)C1	9	0	i	1
O=C(c1ccc(=O)[nH]c1)N1CCN(S(=O)(=O)c2ccc3ccccc3c2)CC1	5	0	i	2
COc1ccc(S(=O)(=O)n2nc(-c3cc(OC)c(OC)c(OC)c3)cc2N)cc1OC	8	0	i	3
CC1(C)CC(NC(=O)C2CCN(S(=O)(=O)c3cccc(C(F)(F)F)c3)CC2)CC(C)(C)N1	2	0	i	-4
O=C1OC[C@H]2CCCN2C(=O)[C@@H](CC(=O)N(CCO)Cc2ccccc2)C/C=C\CC[C@H]1Cc1ccc(F)cc1	-6	-1	i	8
Cc1onc(-c2ccccc2)c1C(=O)N(CC(C)C)c1c(N)n(CC(C)C)c(=O)[nH]c1=O	5	2	i	4
O=C(NC1CC1)c1cccc2c1C(=O)c1ccc(N3CCC(Cc4ccccc4)CC3)cc1S2(=O)=O	3	-6	i	8
CCOC(=O)C1CCN(C(=O)c2ccc(Cl)c(Cl)c2)CC1	-3	-1	i	4
Cc1ccccc1Oc1cc(-n2ncc(Cl)c(Cl)c2=O)ncn1	2	-3	i	5
O=C(COC(=O)/C=C/c1cccc(Cl)c1)NC1CC1	-2	0	i	1
CC(C)(C)OC(=O)C[C@@H]1C/C=C\C[C@H](CC(=O)N[C@@H](CO)Cc2ccccc2)C(=O)N[C@H](Cc2ccccc2)COC1=O	2	0	i	0
CCOc1ccc(C(=O)OCC(=O)NC2CCCCCCC2)cc1	-2	-4	i	-3
CC1CCC(NC(=O)c2cc(Cl)nc3ccccc23)CC1 (configuration not stated)	2	-1	i	3
COC(=O)C1=C(C)N(Cc2ccccc2)C(=NCc2cccc(Cl)c2)N[C@H]1c1ccccc1	9	1	i	6
O=C(NCCN1CCOCC1)Nc1ccccc1	5	-1	i	-3
Cc1ccc(S(=O)(=O)N2CCCCC2)cc1C(=O)NCCN1CCOCC1	-3	-3	i	9
O=C(Cc1cccc([N+](=O)[O-])c1)Nc1ccc(C(=O)N2CCCCC2)cc1	5	1	i	2
c1ccc(CN2CCC3(CCCc4ccccc43)CC2)cc1	5	3	i	-1
CC1CN(C(=O)COC(=O)c2cnc(Cl)c(Cl)c2)CC(C)O1 (configuration not stated)	3	-1	i	-1
CC1CCC2(CC1)NC(=O)N(CC(=O)N1CCN(C(=O)c3cccs3)CC1)C2=O (configuration not stated)	-5	0	i	2
O=C(CN1C(=O)NC2(CCOc3ccccc32)C1=O)c1ccc(Cl)s1 (configuration not stated)	-4	2	i	4
O=C(COC(=O)CNC(=O)C1CCCCC1)NCc1ccccc1	-2	-6	i	-3
CCN(Cc1ccc(Cl)s1)C(=O)c1cccc(OCc2c(C)noc2C)c1	-6	-4	i	-2
OCC[C@H]1C[C@H](O)[C@@H](O)[C@@]2(OCc3ccccc32)O1	4	-2	i	4
CCCC[C@@H]1C=C(C(=O)O)[C@H](c2ccc3c(c2)OCO3)N1S(=O)(=O)c1ccc(C)cc1	6	-4	i	-3
COc1cccc(C(=O)N(C)CC(=O)Nc2cccc3ccccc23)c1	8	2	i	-3
O=C(Cc1ccccc1F)NNC(=O)c1cccs1	2	-2	i	2
CCN1CCN(c2ccc(NC(=O)c3cc(S(=O)(=O)N4CCCC4)ccc3Cl)cc2)CC1	3	-1	i	-2
Cc1ccc(S(=O)(=O)N2CCn3cccc3C2C)cc1 (configuration not stated)	-2	0	i	-4
COc1ccc2c(=O)cc(-c3ccccc3)n(C)c2c1	43	4	i	4
Cc1ccc(C)n1Cc1ccc(C(=O)O)cc1	3	-1	i	-2
COc1cc(/C=C/C(=O)OCC(=O)N(C)Cc2ccccc2)cc(OC)c1OC	-4	-4	i	0
CC(=O)c1cccc(NC(=O)C(C)OC(=O)CCc2nc3ccccc3c(=O)[nH]2)c1 (configuration not stated)	-3	-2	i	-2
C#CCOCCOCCOCCNc1nc(N2CCN(C(=O)CCCCCCCCCCNC(=O)[C@H]([C@@H](C)CC)n3cc(CCCCN=C(N)N)nn3)CC2)nc(N2CCN(C(=O)CCCCCCCCCCNC(=O)[C@@H]([C@H](C)O)n3cc(C)nn3)CC2)n1	6	-5	i	0
CSCCC(NC(=O)c1ccccc1)C(=O)Nc1ccncc1 (configuration not stated)	-2	-1	i	1
More entries
SMILES	Dyrk1A ADPGlo	GSK3 alpha inh	KCNK3 block	HDAC3 inh
CN(C)C(CNS(=O)(=O)c1cc([N+](=O)[O-])ccc1Cl)c1ccco1 (configuration not stated)	0	0	i	7
CC1(c2cccc(Br)c2)NC(=O)N(CC(=O)c2ccc3c(c2)OCCO3)C1=O (configuration not stated)	-1	0	i	2
COc1ccc(NC(=O)Nc2cccc3c2O[C@H](CN(C)S(=O)(=O)c2cn(C)cn2)[C@@H](C)CN([C@H](C)CO)C3=O)cc1	3	-5	i	6
C=C1C(=O)O[C@@H]2[C@H]3O[C@]3(C)CC/C=C(\C)CC[C@@H]12	13	0	i	-10
CC(OC(=O)/C(C#N)=C/c1ccco1)C(=O)N(C)c1ccccc1 (configuration not stated)	2	4	i	3
Nc1ncnc2c1ncn2[C@@H]1O[C@H](CNCc2ccc(OCC(=O)Nc3ccccn3)cc2)[C@@H](O)[C@H]1O	6	7	i	4
OCC[C@H]1C[C@@H](O)[C@H](O)[C@@]2(Cc3ccccc3O2)O1	-22	-2	i	3
CC1Cc2ccccc2N1C(=O)CSc1nc2cc3c(cc2cc1C#N)OCO3 (configuration not stated)	4	0	i	5
C[C@H](CO)N1C[C@H](C)[C@@H](CN(C)S(C)(=O)=O)Oc2c(NC(=O)C3CC3)cccc2C1=O	-3	-1	i	-6
Clc1cccc(-c2nc(-c3ccc(-c4nn[nH]n4)cc3)no2)c1	7	0	i	-2
O=C(Nc1ccc2c(c1)OCO2)c1cc(Cl)ccn1	3	-5	i	2
COc1ccc(N2CCN(C(=O)c3cccc(S(=O)(=O)N4CCc5ccccc54)c3)CC2)cc1	-2	0	i	0
O=C(Cn1[nH]c(=O)c2ccccc2c1=O)OCC(=O)c1ccc(F)c(F)c1	6	-1	i	4
CCN(CC)C(=O)c1nc[nH]c1C(=O)O[C@@H](C)c1ccccc1	3	-1	i	-1
C[C@@H]1O[C@@H](OCCC(=O)O)[C@H](O)C[C@H]1O	-10	-3	i	2
Oc1ccc(Cl)cc1CNCc1ccc(Cl)nc1	-3	-1	i	1
CC(C(=O)Nc1cc(C(F)(F)F)ccc1N1CCOCC1)N1C(=O)C2CCCCC2C1=O (configuration not stated)	-2	-1	i	3
CC(=O)c1cccc(NC(=O)C(C)OC(=O)c2ccc3ncsc3c2)c1 (configuration not stated)	-1	-2	i	6
COc1ccccc1C(=O)Nc1ccc(OCC(=O)N2C(C)CCCC2C)cc1 (configuration not stated)	1	-3	i	3
Cc1nc(C)c(C(=O)OCC(=O)NCc2ccccc2Cl)s1	-3	-4	i	-1
NC(=O)c1ccsc1NC(=O)CN1C(=O)NC2(CCCCC2)C1=O	1	8	i	0
Fc1ccc2cnc(-c3cccnc3)cc2c1	41	-3	i	4
CCc1ccc(S(=O)(=O)NCC2(N3CCOCC3)CCCCC2)cc1	-4	-2	i	10
CCOc1ccc(NC(=O)C2CC(=O)N(Cc3ccco3)C2)cc1 (configuration not stated)	-4	-1	i	-3
CC(=O)N1CCc2cc(S(=O)(=O)NC(CC(C)C)C(=O)Nc3ccc4c(c3)OCCO4)ccc21 (configuration not stated)	1	-6	i	-3
CC(=O)Nc1ccc(SCCN2CC[C@@H](O)CCC2=O)cc1	-4	-5	i	10
COc1cc(/C=C/C(=O)OCC(=O)NCc2ccc3c(c2)OCO3)cc(OC)c1OC	-6	-2	i	-16
COc1cccc(C2/C(=C(\O)c3ccc(OC)c(OC)c3)C(=O)C(=O)N2c2cc(C)on2)c1 (configuration not stated)	-6	-2	i	8
Cc1ccc(C)c(OCC(=O)NCC2COc3ccccc3O2)c1 (configuration not stated)	-3	-3	i	4
Cc1ccc(CONC(=O)c2cccc(C)c2)cc1	2	-3	i	0
Oc1ccccc1-c1ccn[nH]1	4	-2	i	-6
CC1(C)C(=O)Nc2ccccc2N1C(=O)COC(=O)c1cc(Cl)cc(Cl)c1	2	5	i	-1
Cc1noc(C)c1COc1ccc(C(=O)N2CCN(S(=O)(=O)c3ccccc3)CC2)cc1	1	-3	i	11
Cc1ccc(S(=O)(=O)N2[C@@H](c3ccc(F)cc3)C(C(=O)O)=CC[C@H]2c2cccs2)cc1	-2	-5	i	-2
Cc1nc(SCC(=O)N2CCOCC2)c2c3c(sc2n1)CCC3	4	-2	i	5
CCNC(=O)N(CC)C[C@H]1N[C@@](Cc2ccccc2)(C(=O)OC)[C@H]2C(=O)N(C)C(=O)[C@@H]12	-4	-1	i	1
CC1CCCC(C)N1C(=O)COC(=O)CCC(=O)c1cccs1 (configuration not stated)	-4	0	i	2
COC(=O)CCC[C@H]1CC2(C[C@H](CCCO[Si](C)(C)C(C)(C)C)N1C(=O)OC(C)(C)C)OCCO2	10	3	i	20
CCC(CO)Oc1cc(NCc2ccc(F)cc2)c2ncn(C(C)C)c2c1 (configuration not stated)	4	7	i	3
O=C(COC(=O)C1CCC(=O)N1)Nc1cccc([N+](=O)[O-])c1 (configuration not stated)	-7	-4	i	-4

Continued (3 carried over from the part before).
SMILES	Dyrk1A ADPGlo	GSK3 alpha inh	KCNK3 block	HDAC3 inh
COC(=O)CCC[C@H]1CC2(C[C@H](CCCO[Si](C)(C)C(C)(C)C)N1C(=O)OC(C)(C)C)OCCO2	10	3	i	20
CCC(CO)Oc1cc(NCc2ccc(F)cc2)c2ncn(C(C)C)c2c1 (configuration not stated)	4	7	i	3
O=C(COC(=O)C1CCC(=O)N1)Nc1cccc([N+](=O)[O-])c1 (configuration not stated)	-7	-4	i	-4
Cc1ccc(NC(=O)Cn2cnc3c(OCc4ccccc4)ncnc32)cc1C	-4	-2	i	0
COc1cc(C(=O)NCc2ccc(OCCN(C)C)cc2)cc(OC)c1OC	9	-1	i	1
C[C@H](CO)N1C[C@H](C)[C@H](CN(C)C)Oc2ccc(NS(=O)(=O)c3ccc(F)cc3)cc2CC1=O	9	-3	i	-4
Cc1ccc(Oc2ccc(NC(=O)C3=CC=CN4CCS(=O)(=O)N=C34)cc2)cc1	-2	-1	i	1
COc1cc(CCC(=O)Nc2ccc(S(=O)(=O)N3CCOCC3)cc2)cc(OC)c1OC	3	3	i	-1
CCOc1ccc(NC(=O)c2ccccc2NC(=O)CNC2CCCC(C)C2C)cc1 (configuration not stated)	1	0	i	2
COCCN(C(=O)C1=COCCO1)c1c(N)n(CC(C)C)c(=O)[nH]c1=O	1	-7	i	-2
O=[N+]([O-])c1cccc(S(=O)(=O)/N=C(/Nc2ccccc2)c2ccccc2)c1	-1	-1	i	-4
Cn1c(SCC(=O)Nc2nccs2)nnc1-c1cccnc1	15	2	i	-1

Already shown: entries from further up.
SMILES	Dyrk1A ADPGlo	GSK3 alpha inh	KCNK3 block	HDAC3 inh
CN1CCC(N(C)C(=O)c2cccc(S(=O)(=O)N3CCOCC3)c2)CC1	-5	-2	i	2
O=C(c1ccco1)N1C(=O)c2cccc3cccc1c23	-2	-4	i	0
COc1cc(OC)cc(-c2c(C#Cc3ccsc3)c3cc(-c4ccc(OC)cc4F)ccc3n2C)c1	11	1	i	-1
COc1ccc(NC(=S)NC(=O)c2ccc3c(c2)OCCO3)cc1	12	-2	i	-7
O=C(NCCc1ccc(OC(F)F)cc1)C1CC(=O)N(c2ccc3c(c2)OCCO3)C1 (configuration not stated)	-2	-1	i	-4
C[N+](C)(C)CC=O	5	-4	i	1
